TR-FRET SRC-2 ct = TR-FRET artefact, counter-screen to PPARgamma/SRC-2 agonist assay | AID 1049 | TR-FRET ratio at 8 µM | stronger effect = higher value | hit rate 0.4% among 200,000; in the data active = TR-FRET ratio above about 2000; also: inactives centre near 1500
S1P3 antag = S1P3 (human) receptor antagonism; Q99500; CHO S1P3 NFAT-BLA reporter, FRET fluorescence, antagonist mode; inhibition, % at 4.98 µM; hit rate 0.27% among 170,000;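 active = inhibition above the plate cutoff, the mean inhibition of test wells on that plate plus 3 SD, cut at about 28% in these data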;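 also: cells challenged with S1P at its EC80 of 0.8 µM; blue over green emission ratio from cleaved BLA substrate after 4 h stimulation; 0% = S1P-stimulated wells and 100% = unstimulated DMSO-only wells; some compounds past the cut are filed as inactive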
RAM network inh = yeast RAM network inhibition. S. cerevisiae dse1pr::URA3 reporter, 5-FOA growth OD615, 2 d; analog-sensitive cbk1-as2 kinase mutant strain. inhibition, % at 50 µM. hit rate 1.8% among 190,000;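 active = inhibition above a set limit, 3 SD over mean compound inhibition, cut at about 8.4% in these data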;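 also: 0% = DMSO-only wells with no growth and 100% = 10 µM 1-NA-PP1 full growth; inhibition rescues growth on 5-FOA so higher OD means more RAM inhibition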
TLR4 MyD88 comp = TLR4-MyD88 interaction inhibition in cells; hit rate 0.18% among 200,000; inhibition, % at 8.4 µM; O00206+Q99836; AID 861; HeLa CL3-4 TLR4/MyD88 BLA complementation, FRET ratio; in the data active = inhibition above about 25%;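 also: 0% = vehicle and 100% = reference inhibitor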
STAT3 activator = STAT3 signaling activation; hit rate 0.91% among 190,000; U3A cells, IL-6 STAT3-luciferase reporter, luminescence; 100% = signal with IL-6 EC80 alone; activation (% of control), % at 5.6 µM; AID 871;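 active = activation above the screen-wide mean of compound activation plus 3 SD, cut at about 130% in these data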;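 also: 0% = background luminescence of wells with medium and substrate only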
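Material: human STAT1-deficient U3A cells with stable STAT3-luciferase reporter / Probe or stimulus: IL-6 stimulus at 33 ng/mL final / Schedule: 1 h compound pre-exposure, 6 h IL-6 stimulation, 37 °C / Technique: luminescence / Read-out basis: percent of IL-6-only median luminescence / Control set: IL-6-only high control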
STAT1 blocker = inhibitors of IFN-gamma induced STAT1 signaling; NIH 3T3 STAT1-luciferase reporter, luminescence; inhibition, % at 5.5 µM; hit rate 0.35% among 200,000; AID 920;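 active = inhibition above a set limit, the mean inhibition across all tested compounds plus 3 SD, cut at about 34% in these data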;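 also: 0% = IFN-gamma with DMSO and 100% = IFN-gamma with 300 µM nifuroxazide; values of inactives mirror those of a sister screen read the other way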
ROMK primary = modulates human ROMK potassium channel activity. P48048. Tet-inducible ROMK, thallium flux fluorescence; actives lie on both sides. B-score at 10 µM. hit rate 2% among 130,000;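 active = signal ratio slope over the read window, or its plate-corrected B-score, at least 3 SD from the plate mean, either direction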;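 also: B-score of the F/F0 ratio slope over 7 to 12 s after thallium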
Target sequence (P48048 whole entry, looked up): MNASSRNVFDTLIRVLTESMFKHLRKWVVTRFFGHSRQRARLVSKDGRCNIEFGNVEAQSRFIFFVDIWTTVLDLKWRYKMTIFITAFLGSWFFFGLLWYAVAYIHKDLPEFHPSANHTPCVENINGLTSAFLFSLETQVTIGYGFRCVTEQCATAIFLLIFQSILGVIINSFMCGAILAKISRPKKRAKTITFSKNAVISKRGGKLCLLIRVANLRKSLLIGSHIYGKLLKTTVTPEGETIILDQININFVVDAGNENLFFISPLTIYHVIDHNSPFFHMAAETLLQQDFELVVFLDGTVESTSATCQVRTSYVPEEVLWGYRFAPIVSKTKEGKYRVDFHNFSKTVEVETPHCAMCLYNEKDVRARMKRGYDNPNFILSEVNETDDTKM
PPARg SRC2 recr = PPARgamma-driven SRC-2 recruitment agonism; PPARgamma LBD-SRC-2 recruitment, biochemical; activation, % at 8 µM; hit rate 0.34% among 200,000; in the data active = activation above about 22%;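 also: 0% = vehicle and 100% = reference agonist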
Target sequence (P37231 whole entry, looked up, the tested form may be a part): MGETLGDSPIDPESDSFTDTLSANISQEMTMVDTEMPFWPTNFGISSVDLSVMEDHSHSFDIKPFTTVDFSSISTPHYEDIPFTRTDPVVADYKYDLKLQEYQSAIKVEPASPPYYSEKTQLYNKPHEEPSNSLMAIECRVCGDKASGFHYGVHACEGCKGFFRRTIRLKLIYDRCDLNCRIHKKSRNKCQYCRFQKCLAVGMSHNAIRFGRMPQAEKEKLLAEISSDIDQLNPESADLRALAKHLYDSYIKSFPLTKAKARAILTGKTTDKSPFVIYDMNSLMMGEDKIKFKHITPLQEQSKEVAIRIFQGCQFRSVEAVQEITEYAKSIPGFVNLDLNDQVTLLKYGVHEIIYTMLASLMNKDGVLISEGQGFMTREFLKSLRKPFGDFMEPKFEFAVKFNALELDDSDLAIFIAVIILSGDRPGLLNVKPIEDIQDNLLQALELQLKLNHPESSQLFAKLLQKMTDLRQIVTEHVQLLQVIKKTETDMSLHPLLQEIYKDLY
PPARg SRC1 recr = promotes SRC-1 coactivator recruitment by human PPARgamma | P37231 | PPARgamma-SRC-1 coactivator recruitment biochemical assay | activation, % at 8 µM | hit rate 0.41% among 200,000 | AID 631; in the data active = activation above about 19%;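 also: 0% = DMSO and 100% = reference agonist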
STAT3 blocker = STAT3 signaling inhibition; U3A cells, IL-6 STAT3-luciferase reporter, luminescence; host cell line lacks STAT1; inhibition, % at 5.5 µM; hit rate 0.89% among 190,000;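 active = inhibition above the mean inhibition across all screened compounds plus 3 SD, cut at about 44% in these data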;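 also: 0% = DMSO only wells and 100% = 100 µM nifuroxazide control wells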
PPARg SRC3 recr = promotes SRC-3 coactivator recruitment by human PPARgamma. P37231. biochemical PPARgamma/SRC-3 coactivator recruitment assay. activation, % at 8 µM. hit rate 0.26% among 200,000. AID 731; in the data active = activation above about 23%;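 also: 0% = DMSO and 100% = reference agonist; some compounds past the cut are filed as inactive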
Starred values were filed as active, the others as inactive; · = no result given.

SMILES	TR-FRET SRC-2 ct	S1P3 antag	RAM network inh	TLR4 MyD88 comp	STAT3 activator	STAT1 blocker	ROMK primary	PPARg SRC2 recr	PPARg SRC1 recr	STAT3 blocker	PPARg SRC3 recr
COC(=O)c1[nH]c2ccccc2c1NC(=O)/C=C/c1ccc2c(c1)OCO2	1380	-1	3.3	-7	108	-18	0.81	2	3	-12	-1
O=C(NNC(=O)c1cccs1)c1ccc(Cl)c(Cl)c1	1551	2	1.2	-14	95	-3	0.33	1	2	8	4
O=C(/C=C/c1ccc(Cl)cc1)N(Cc1ccccc1)c1ccccn1	1768	-12	7.6	6	96	-5	-0.24	-2	-2	10	-3
CCC1(C)Cc2c(sc3nc(NC)n(C)c(=O)c23)CO1 (stereo unspecified)	1569	-2	0.3	6	98	-8	·	-2	-6	9	-2
Cc1ccc(C)c(N(CC(=O)Nc2cc(Cl)ccc2Oc2ccccc2)S(C)(=O)=O)c1	1428	·	6.0	-3	111	-4	·	-7	3	-2	-12
O=C(OC1CCN(c2ccc([N+](=O)[O-])cc2)CC1)c1ccccc1	1454	·	7.6	-7	87	-4	·	-7	4	21	1
Cn1c(=O)c2c(-c3ccccc3)n(N3CCOCC3)cc2n(C)c1=O	1749	-24	0.4	-7	99	9	·	-5	11	4	10
C=CCN1C(=O)CN=C1Nc1ccccc1	1487	·	0.7	-13	106	2	·	7	-1	-6	6
COc1cccc(-c2n[nH]c(=S)n2Cc2ccco2)c1OC	1454	-11	-0.6	2	96	8	-0.48	3	-5	8	6
O=C(Cn1c(C(=O)NCc2ccco2)cc2sccc21)c1ccccc1	1697	8	4.0	5	100	6	·	2	10	10	8
Cc1ccc(S(=O)(=O)N2CCOCC2)cc1C(=O)Nc1ccccn1	1424	-39	1.0	15	100	-3	0.48	2	-2	2	-5
O=C(CCn1nnc2ccccc21)N1CCC(O)(c2cccc(F)c2)CC1	1702	·	3.0	-3	104	0	-0.68	1	0	0	4
Cc1cc(NC(=O)CSc2nc3sc(C)c(C)c3c(=O)n2C2CCCC2)no1	1895	·	2.6	-1	98	9	·	9	8	6	0
CCOc1ccccc1NC(=S)NCc1ccco1	1449	·	1.6	-3	98	-1	·	0	1	4	6
NC(=O)C1=C[C@H](c2csc3ccccc23)C[C@H](OCCCCO)O1	1679	-4	0.6	9	·	-8	·	11	4	·	8
CCOC(=O)C(C(=O)N(C)C)c1ncc(C(F)(F)F)cc1Cl (stereo unspecified)	1502	·	-0.3	-5	100	1	·	0	-5	6	0
C/C(=N\NC(=O)C1COc2ccccc2O1)c1ccc(C)o1 (stereo unspecified)	1619	·	0.5	12	95	2	0.31	1	-1	4	-5
CSc1nc(N)c(C#N)c(-c2ccc(Cl)cc2)c1C#N	1483	-6	6.3	-2	103	0	·	3	2	0	7
CCOc1ccc(C2C(C#N)=C(N)N(c3sc4c(c3C#N)CCCC4)C3=C2C(=O)CCC3)cc1 (stereo unspecified)	1745	·	3.4	-4	103	1	1.2	5	4	4	1
Cc1cccc(NC(=O)CSc2nnc(-c3cnccn3)n2Cc2ccco2)c1	1490	·	9.9*	5	103	4	·	2	5	1	3
CNC(=O)/C(C#N)=C/c1ccc(-c2ccc(Cl)cc2)o1	1416	13	0.0	-2	94	-44	-1.4	2	3	10	3
Nc1nc(NC(=O)/C=C\C(=O)O)nn1-c1ccccc1	1695	3	0.9	-20	98	-2	-0.64	4	4	5	7
Clc1ccc(-c2cnc3ccccc3n2)cc1	1492	3	0.3	-5	111	-12	0.75	-3	-2	-16	-2
CCCCOC(=O)CSc1n[nH]c(=O)[nH]c1=O	1360	·	1.3	7	98	-7	0.49	-2	-2	2	0
Cc1cc(C)n2nc(SCC(=O)Nc3ccc(F)cc3)nc2n1	1434	17	1.0	-13	84	8	·	-1	10	27	5
O=C(/C=C1\NCC2c3ccccc3CCN2C1=O)c1ccccc1 (stereo unspecified)	1444	·	-0.9	-9	134*	1	0.17	-7	-1	-31	-1
Cn1c(=O)n(C)c2cc(CNc3ccc(N4CCOCC4)c(C(=O)O)c3)ccc21	1449	-6	0.7	-8	105	6	·	-4	4	-1	15
CC(C)OP(=O)(c1ccc(N(C)C)cc1)C(O)c1c(Cl)cccc1Cl (stereo unspecified)	1431	-1	2.4	3	104	0	·	5	2	1	4
COc1cccc(C2=CC(c3ccccc3)n3nnnc3N2)c1 (stereo unspecified)	1555	·	-0.1	0	93	-7	1.2	-4	1	11	1
O=C(NCc1ccccc1)C1=C[C@@H](C2CC2)C[C@@H](OCCCCO)O1	1442	2	1.6	6	·	-1	·	-4	8	·	-3
O=C(NCCc1ccccn1)C(F)(F)C(F)(F)C(F)(F)C(F)(F)C(F)(F)C(F)F	1569	-6	-0.7	9	96	10	-0.3	0	4	6	-1
COC(=O)CC1C(=O)NCCN1C(=O)CSc1nc2ccccc2c(=O)n1CC(C)C (stereo unspecified)	1696	-21	-0.6	11	104	6	1.4	14	7	0	4
Cc1ccc(NC(=O)NC(=O)CSc2nnnn2C)c(C)c1	1499	-6	1.9	1	96	-8	·	7	-2	8	-3
O=S(=O)(c1cccs1)n1cnc2ccccc21	1501	6	-0.3	-14	105	2	·	7	-4	-5	-2
O=C(c1ccc(-c2ccccc2)cc1)C1CCCN(C(=O)c2ccncc2)C1 (stereo unspecified)	1362	-6	-1.4	-9	96	10	·	-10	-1	8	0
CCc1cc(C(=O)N2CCCC(C(=O)c3cccc(OC(C)C)c3)C2)n(C)n1 (stereo unspecified)	1519	-6	0.5	-4	100	3	0.15	-3	5	2	-3
c1ccc2[nH]c3cc4ncnc4cc3nc2c1	1543	-4	0.5	2	105	-17	·	8	22*	-4	15
Cc1ccc(-c2nnn(CC(=O)N(Cc3ccccc3F)C(C(=O)NC3CCCC3)c3ccncc3)n2)o1 (stereo unspecified)	1521	·	1.8	8	105	-5	·	1	-1	-5	-4
Cc1ccc(S(=O)(=O)N(C(=O)c2ccncc2)c2ccc(OC(=O)c3ccncc3)cc2)c(C)c1	1615	-2	6.5	-12	107	-7	0.43	-4	-4	-12	1
O=C(CC(c1ccccc1)c1ccccc1)Nc1ccc(Cl)cn1	1273	·	0.7	8	106	6	·	3	8	-4	-9
Cc1ccc(N(CC(=O)N=Nc2c(O)[nH]c3ccccc23)S(C)(=O)=O)c(C)c1	1612	2	0.8	10	90	-8	1.3	-1	1	17	-2
c1ccc2c(c1)Cn1nc(Cc3nc4c(s3)CCCC4)nc1-2	1567	-4	-1.5	-1	104	-14	·	-5	-10	-2	-18
COC(=O)c1ccc(NC(=O)c2cnc3scc(C)n3c2=O)cc1	1419	-6	3.0	-25	·	-1	·	3	-2	·	0
CCOC(=O)N1CCN(C(=S)NC2CCCC2)CC1	1705	-16	0.5	-1	103	-5	0.36	5	4	1	3
CS(=O)(=O)N(CC(=O)N1CCOCC1)Cc1ccc(Cl)cc1	1615	3	2.8	10	102	7	·	14	0	2	-7
CCc1nc(N2CCN(C(=O)c3ccccc3)CC2)c(C#N)c2c1COC(C)(C)C2	1550	·	2.2	-8	85	8	·	9	-1	21	1
COc1ccc2c(C)nc(Nc3nc(C)cc(=O)[nH]3)nc2c1	1601	16	·	-11	91	-4	·	6	-6	14	3
CC(C)(C)c1ccc(NC(=O)Cn2cnc3cc([N+](=O)[O-])ccc3c2=O)cc1	1394	-11	3.3	0	111	-12	-0.92	-10	-1	-9	1
COc1cc2c(cc1OC)CN(C(=O)Cc1ccc(OC)c(S(=O)(=O)N3CCOCC3)c1)CC2	1448	-47	0.5	13	96	5	·	4	4	9	-10
COc1ccc(NC(=O)N/C=C/c2ccco2)cc1	1641	-10	0.4	-10	107	-5	0.013	5	4	-7	1
CCN(CC)S(=O)(=O)c1cccc(NC(=O)CSc2nc3ccccc3[nH]2)c1	1739	0	2.6	-6	97	17	-1.5	8	5	7	8
COc1ccccc1OC(C)c1nnc(SCC(=O)Nc2c(C)n(C)n(-c3ccccc3)c2=O)n1-c1ccccc1 (stereo unspecified)	1774	·	-0.1	-1	101	-2	·	-4	-4	0	4
Cc1ccc(-c2c(C(=O)O)c(C(=O)O)c3n2CCC3)cc1	1444	-1	1.2	7	100	-2	·	5	2	4	7
CNC(=O)CS(=O)(=O)CC(=O)Nc1cc(OC(C)C)c(Cl)cc1Cl	1340	2	1.0	-17	94	-3	·	-8	-4	12	-6
COC(=O)C(C)C1Sc2ccccc2NC1=O (stereo unspecified)	1538	-22	0.0	-7	100	-4	-0.19	5	4	3	0
CCOC(=O)N1CCN(C(=O)c2oc3ccc(S(=O)(=O)N4CC(C)CC(C)C4)cc3c2C)CC1 (stereo unspecified)	1511	·	1.2	8	81	11	·	6	3	25	-10
Cn1c(=O)c2c(nc(SCCCC#N)n2Cc2ccccc2F)n(C)c1=O	1528	2	3.3	-9	99	5	·	4	8	7	17
COc1cccc(C(=O)Nc2cccc(SC)c2)c1	1519	24	-0.3	8	111	-32	-0.57	-1	-2	-4	6
CCCCc1c(C)[nH]c(C(=O)OCC)c1C	1691	-12	0.1	2	100	9	0.4	2	9	4	3
Cc1ccc(S(=O)(=O)NNC(=O)C2Cc3c(ccc4ccccc34)O2)cc1 (stereo unspecified)	1507	·	4.0	-3	95	21	·	9	1	9	-4

Carrying on.
SMILES	TR-FRET SRC-2 ct	S1P3 antag	RAM network inh	TLR4 MyD88 comp	STAT3 activator	STAT1 blocker	ROMK primary	PPARg SRC2 recr	PPARg SRC1 recr	STAT3 blocker	PPARg SRC3 recr
CC(C)C(c1nnnn1C1CCCCC1)N1CCN(c2ncccn2)CC1 (stereo unspecified)	1458	-33	0.9	12	98	-5	·	-5	-6	10	-5
Cc1ccc(-c2nnn(CC(=O)Nc3ccccc3-c3ccccc3)n2)c(-n2cnnn2)c1	1905	23	3.8	2	115	16	1.2	6	3	-14	2
O=C(Nc1ccccn1)c1ccc2ccccc2n1	1461	3	-0.1	0	147*	-12	·	3	7	-50	-3
N#Cc1cc(C(=O)c2ccccc2OCC(=O)Nc2ccccc2)cn(C2CCCCC2)c1=O	1612	8	3.3	13	102	-6	·	0	2	-3	6
O=C(Cn1cnc2c(cnn2-c2ccccc2)c1=O)NCCc1ccccc1	1559	-19	4.5	-18	96	7	·	-1	-3	7	4
O=C(COc1ccc([N+](=O)[O-])cc1)NN=C1CCCC1	1604	·	0.7	3	96	1	·	7	-4	7	22
O=c1cc(-c2ccccc2)nc(N2CCCCC2)[nH]1	1432	-23	2.1	-7	112	-12	·	-8	-1	-10	1
CS(=O)(=O)N(CC(=O)Nc1cc(Cl)ccc1Cl)c1ccccc1Cl	1433	·	0.0	5	102	-4	-2.6	7	5	-2	-2
CCCCNC(=O)COC(=O)c1cc(C)oc1C	1630	-8	0.6	3	99	-1	0.6	10	1	6	2
COCn1c(COc2ccc3ccccc3c2)nc2ccccc21	1574	·	-2.2	-7	111	-41	·	3	-2	-10	-2

Source: PubChem
